UHRF1 MBD2 ctr = blocks human UHRF1 binding to methylated DNA; Q96T88; AID 687016; inhibition, % at 4.4 µM; 370,000 compounds, 0.75% hits; UHRF1 binding to methylated oligo, TR-FRET; in the data active = inhibition above about 21%;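 note: UHRF1 SRA domain binding a hemimethylated CpG hairpin DNA probe; 0% = median of test compound wells and 100% = reference inhibitor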
PLC-gamma1 inh = inhibitors of human phospholipase C gamma1 | purified PLC-gamma1, fluorogenic substrate, fluorescence | inhibition, % at 12.2 µM | 370,000 compounds, 0.84% hits | AID 720700; in the data active = inhibition above about 9.5%
HGIII-sPLA2 inh = Blocks human group III sPLA2 activity; QFRET BODIPY PC-A2 liposome hydrolysis, fluorescence; 370,000 compounds, 0.56% hits; inhibition, % at 12.2 µM; AID 743126;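 active = inhibition above mean plus 3 SD of compounds lying within the high and low control bounds, cut at about 19% in these data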;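 note: 0% = median of test compound wells and 100% = no enzyme DMSO wells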
Rev-erbA mod = Rev-erb alpha (human) modulation; activity, % at 10 µM; Rev-erbα–FITC-DNA binding, fluorescence polarization, 90 min; AID 1259318; 370,000 compounds, 0.79% hits;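 active = activity above about 14%, limit read from the data; passing the limit was not always enough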;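 note: 0% = DMSO wells with 35 nM protein and 100% = DMSO wells with 750 nM protein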
Target sequence (P20393 whole entry, looked up): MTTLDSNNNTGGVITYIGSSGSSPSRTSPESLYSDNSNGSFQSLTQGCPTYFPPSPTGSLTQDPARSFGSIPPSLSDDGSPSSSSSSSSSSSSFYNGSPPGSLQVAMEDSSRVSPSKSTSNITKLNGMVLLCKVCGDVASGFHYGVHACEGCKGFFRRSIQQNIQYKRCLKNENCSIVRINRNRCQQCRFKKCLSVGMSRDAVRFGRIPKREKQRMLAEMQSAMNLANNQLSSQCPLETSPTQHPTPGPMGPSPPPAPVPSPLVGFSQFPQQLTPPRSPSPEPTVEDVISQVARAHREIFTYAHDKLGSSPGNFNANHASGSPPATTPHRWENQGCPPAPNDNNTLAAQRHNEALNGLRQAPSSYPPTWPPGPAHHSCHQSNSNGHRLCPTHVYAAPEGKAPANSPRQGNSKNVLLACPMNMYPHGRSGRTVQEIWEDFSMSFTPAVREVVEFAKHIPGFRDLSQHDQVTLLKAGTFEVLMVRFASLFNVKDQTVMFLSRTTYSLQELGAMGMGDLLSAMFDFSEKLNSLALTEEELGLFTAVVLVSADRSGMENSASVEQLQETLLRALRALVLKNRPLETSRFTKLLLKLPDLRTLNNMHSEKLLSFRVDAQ
ARFGAP1 inh = inhibits rat ARF GTPase activating protein 1; Arfgap1-stimulated ARF1 GTP hydrolysis, GDP FP detection; inhibition, % at 16.5 µM; 360,000 compounds, 0.26% hits; Q62848; AID 651572;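 active = inhibition above a per-plate limit, mean inhibition of low control wells plus 3 SD, cut at about 25% in these data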;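 note: 0% = DMSO wells with enzyme and 100% = wells lacking Arfgap1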
Target sequence (Q62848 1-136 limits assumed): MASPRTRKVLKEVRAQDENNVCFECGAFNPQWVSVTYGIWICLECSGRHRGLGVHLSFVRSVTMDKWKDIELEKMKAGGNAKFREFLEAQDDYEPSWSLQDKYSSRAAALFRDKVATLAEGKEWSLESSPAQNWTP
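material = rat Arfgap1 catalytic domain, aa 1-136 | also added = human ARF1(Δ1-17)-GTP substrate | compound dosing = one concentration, 16.5 µM, DMSO 1.26% | times = GTP hydrolysis reaction 2 h at 25 °C | measured by = FP, GDP Alexa 633 tracer displaced from anti-GDP antibody, 620/688 nm | evaluation = percent inhibition of Arfgap1-stimulated GTP hydrolysis | replication = single well per compound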
PLC-beta3 inh = PLC-beta3 (human) inhibition, primary screen; Q01970; Purified PLC-beta3, fluorogenic substrate, fluorescence; inhibition, % at 12.2 µM; 370,000 compounds, 0.18% hits; AID 720704; in the data active = inhibition above about 11%;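 note: 0% = median of compound wells on plate and 100% = full blocker control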
DDE Tn6 FP inh = inhibitors of Tn6 peptide binding to human fibrin DD(E). AID 720509. inhibition, % at 8.3 µM. P02675. Fibrin DD(E) TRITC-Tn6 fluorescence polarization displacement. 370,000 compounds, 0.21% hits;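 active = inhibition above a per-campaign cutoff: mean of compounds within control limits plus 3 SD, cut at about 15% in these data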;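 note: 0% = median of all compound wells on the plate and 100% = blocking peptide control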
Tn7 DDE FP = DD(E)-Tn7 binding inhibition, primary FP screen; P02675; FP displacement of FITC-Tn7 peptide from fibrin DD(E); 0% = median of compound wells per plate; inhibition, % at 8.3 µM; 370,000 compounds, 0.13% hits; AID 720508;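 active = inhibition above the mean of compounds falling within the control limits plus 3 SD of them, cut at about 14% in these data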;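 note: 0% = plate median of compound wells and 100% = 10 µM Aha-Tn7 peptide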
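Assay system: Fibrin-DD(E) protein isolated from polymerized human fibrin clots; read-out basis: percent inhibition; medium: Tris/NaCl/CaCl2 buffer, pH 7.8; signal: FP measurement; incubation: 10 min plus 3 h, room temperature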
ASAP1 GAP inh = blocks human ASAP1-stimulated Arf1 GTP hydrolysis | Q9ULH1 | GDP FP detection | inhibition, % at 16.5 µM | 360,000 compounds, 0.19% hits | AID 624377; in the data active = inhibition above about 25%;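 note: 0% = vehicle with enzyme and substrate and 100% = no enzyme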
proKLK7 act = activators of human kallikrein-7 zymogen. activation, % at 7 µM. 370,000 compounds, 0.9% hits. P49862. AID 652039. purified proKLK7, EDANS-DABCYL substrate fluorescence; 100% is mature enzyme control, 0% vehicle;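 active = activation above the mean of all tested compounds plus 3 SD, computed per campaign excluding outliers beyond control limits, cut at about 13% in these data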
Target sequence (P49862 whole entry, looked up): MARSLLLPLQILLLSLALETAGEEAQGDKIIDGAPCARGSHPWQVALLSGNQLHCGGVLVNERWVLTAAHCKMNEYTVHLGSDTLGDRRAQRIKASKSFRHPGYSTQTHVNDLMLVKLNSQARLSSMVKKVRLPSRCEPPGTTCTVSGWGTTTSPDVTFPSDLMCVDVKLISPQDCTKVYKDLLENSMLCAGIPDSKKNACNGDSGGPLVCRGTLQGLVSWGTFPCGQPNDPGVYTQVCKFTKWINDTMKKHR
* = called active by the depositor; i = inactive; . = no result given.

SMILES	UHRF1 MBD2 ctr	PLC-gamma1 inh	HGIII-sPLA2 inh	Rev-erbA mod	ARFGAP1 inh	PLC-beta3 inh	DDE Tn6 FP inh	Tn7 DDE FP	ASAP1 GAP inh	proKLK7 act
CCOc1ccc(OCCC(=O)N(CCC(C)C)c2c(N)n(Cc3ccccc3)c(=O)[nH]c2=O)cc1	7	-1	8	-5	7	-9	-1	-5	3	0.1
COc1ccccc1NC(=O)Nc1nc(CC(=O)Nc2cc(F)ccc2F)cs1	-2	-11	-12	1	13	-12	-10	6	21	-0.4
CCOc1ccc(CCNC(=O)c2cc3sc(Cl)cc3n2C)cc1OCC	4	1	-2	3	3	0	34*	5	-17	-0.8
Cc1ccc(S(=O)(=O)N2CCC(C(=O)OCC(=O)N(C)C3CCS(=O)(=O)C3)CC2)cc1C (stereo not drawn)	0	0	-2	5	-13	-5	1	-3	10	0.3
Cc1ccccc1S(=O)(=O)NCc1cccnc1	3	-2	0	2	-7	3	2	0	5	-0.7
COc1ccccc1C(=O)NC1CCCCN(Cc2cccc(Cl)c2)C1=O (stereo not drawn)	-3	-2	-9	6	.	-2	0	4	.	0.5
CCOC(=O)c1ccc(N2C(=O)CC(NC3CCN(C(=O)c4ccc(F)cc4)CC3)C2=O)cc1 (stereo not drawn)	3	4	8	5	15	2	0	3	9	-0.4
CCN(CCCNC(=O)CCNC(=O)Cn1cnc2ccccc2c1=O)c1ccccc1	-3	-5	1	-3	15	-1	6	-3	-3	0.0
COc1ccccc1CCNC(=O)C1CCN(C(=O)/C=C/c2ccccc2)CC1	-1	-1	-2	2	6	-6	1	2	-5	-1.0
COc1cc(OC)cc(C(=O)NC(=S)Nc2ccc3oc(=O)ccc3c2)c1	2	-2	10	5	9	-8	0	-1	-1	-0.6
Cc1ccc(NC(=O)C(=O)NCC2CCN(C(=O)c3cccc([N+](=O)[O-])c3)CC2)cc1	2	3	-1	2	8	2	-2	1	-14	-0.5
COc1ccc(C2CCCN2C(=S)Nc2cccc(C)c2C)cc1OC (stereo not drawn)	-2	0	11	-4	11	-8	7	4	-7	0.0
CCN(CC(=O)NC1CC1)S(=O)(=O)c1ccc(C)cc1	-1	0	2	1	8	-6	0	4	4	0.6
CC12CCC(C(=O)Nc3cccnc3)(CC1=O)C2(C)C (stereo not drawn)	0	-10	3	-1	-3	-3	5	12	5	0.1
CN(C(=O)c1ccc(NC(=O)Cc2ccc(NC(=O)C3CCN(S(=O)(=O)c4cccc([N+](=O)[O-])c4)CC3)cc2)cc1)C1CCCC1	0	-2	-11	4	-1	-1	4	6	-8	0.2
CC(=O)Cc1nsc(NC(=O)c2ccc(COc3cccc(C)c3)o2)n1	1	-6	-26	0	9	-17	-3	1	-3	0.3
O=C(C1=C(O)C(=O)N(CCN2CCOCC2)C1c1cccnc1)c1cc2ccccc2o1 (stereo not drawn)	-3	-10	5	0	5	-15	-6	3	-3	-0.4
O=C(COC(=O)c1ccc(Cl)nc1)Nc1ccc2ccccc2c1	-1	-2	-3	-2	6	-6	-1	-5	-7	0.2
COc1cccc(C(=O)Nc2ccccc2C(=O)N2CCCC2)c1	0	1	2	5	-3	-2	7	-1	4	-0.7
CCN(c1cc(C)cc(C)c1)S(=O)(=O)c1nnc(NC(=O)C(C)(C)C)s1	-1	1	-10	-1	-6	4	2	-8	3	0.3
CCOc1c2ccc(C(=O)NCc3cc(C(F)(F)F)cc(C(F)(F)F)c3)cc2nn1C	2	i	2	0	8	i	-4	8	-4	-30
CCN(Cc1ccccc1)c1ccc(N=Nc2nn(C)c(C)c2[N+](=O)[O-])cc1	-5	4	7	20	2	4	-2	-1	-5	-0.9
O=C(CSc1nc2[nH]ncc2c(=O)n1-c1ccccc1Cl)N1CCCC1	-2	8	2	-7	-2	4	11	0	4	0.3
NS(=O)(=O)c1ccc(NC(=S)Nc2nn(Cc3ccc(Cl)cc3Cl)cc2Cl)cc1	0	9	14	-4	14	-5	0	1	-1	-0.9
O=C(N=C1SC2CS(=O)(=O)CC2N1c1ccccc1)C1CCCCC1 (stereo not drawn)	-1	2	0	1	6	-6	3	2	0	-0.1
O=C(CN1CC(c2ccccc2)CC1=O)Nc1ccc2c(c1)OCO2 (stereo not drawn)	3	-1	10	-3	-14	-2	-7	1	1	-0.7
O=C([C@H]1O[C@@H](n2ccc(=O)[nH]c2=O)[C@H](O)[C@@H]1O)N1CCN(Cc2ccccn2)CC1	-1	-1	2	0	-9	0	0	-1	-5	0.5
COc1ccc(C)cc1NC(=O)c1nnn(Cc2cccc(C(F)(F)F)c2)c1N	2	-16	-15	-3	4	-22	-6	0	15	-3.8
CCOC(=O)C1=CCN(S(=O)(=O)c2ccc(F)cc2)C1c1cccc(F)c1 (stereo not drawn)	-2	-2	-2	0	1	3	-2	3	1	0.5
CCOC(=O)C1CCN(C2=NC(=O)/C(=C/c3ccc(O)cc3)S2)CC1	-6	-35	-8	-3	-5	-50	-1	4	-6	-0.2
Cc1ccc(C(=O)NCC(=O)Nc2ccc(F)c(F)c2F)cc1	2	-3	13	0	9	-7	-7	2	5	0.4
O=[N+]([O-])/C(C(Cl)=C(Cl)Cl)=C(/NC1CC1)Sc1ccccc1	-1	0	3	-5	10	-1	-1	6	3	0.3
O=C(Nc1cccc(C(F)(F)F)c1)C(Sc1cccc[n+]1[O-])c1ccccc1 (stereo not drawn)	8	7	-5	6	2	-2	-6	3	16	0.1
COc1cc(CNc2ncnc3c2ncn3[C@H]2CN(CCN3CCOCC3)C[C@@H](CO)O2)cc(OC)c1OC	1	-3	10	4	9	1	1	-3	-5	0.4
CCN1CCc2nc(NC(=O)c3ccccc3)sc2C1	-1	-85	1	4	-4	-112	-2	1	-17	1.0
CCCc1cc(=O)[nH]c(SCCN2C(=O)c3ccccc3C2=O)n1	0	3	5	0	11	-1	3	-7	-3	-0.5
Cc1ccccc1SCC(=O)OCC(=O)NCc1ccccc1	1	-2	-13	-8	9	-2	4	6	3	-0.1
O=c1[nH]c(O)c(C=Nc2ccc(Cl)cc2Cl)c(=O)[nH]1	-1	0	1	-2	0	-5	0	6	-3	0.3
Cc1noc(C)c1CSCC(=O)OCC(=O)N1CC(=O)Nc2ccccc21	2	1	-1	-6	7	4	3	-2	5	0.0
Cc1ccc2cc(/C=N/NC(=O)[C@H]3C[C@@H]3c3ccccc3)c(Cl)nc2c1	1	0	2	6	-7	2	-3	1	2	-0.5

Quoted from above for reference:
SMILES	UHRF1 MBD2 ctr	PLC-gamma1 inh	HGIII-sPLA2 inh	Rev-erbA mod	ARFGAP1 inh	PLC-beta3 inh	DDE Tn6 FP inh	Tn7 DDE FP	ASAP1 GAP inh	proKLK7 act
CC12CCC(C(=O)Nc3cccnc3)(CC1=O)C2(C)C (stereo not drawn)	0	-10	3	-1	-3	-3	5	12	5	0.1
CN(C(=O)c1ccc(NC(=O)Cc2ccc(NC(=O)C3CCN(S(=O)(=O)c4cccc([N+](=O)[O-])c4)CC3)cc2)cc1)C1CCCC1	0	-2	-11	4	-1	-1	4	6	-8	0.2
CC(=O)Cc1nsc(NC(=O)c2ccc(COc3cccc(C)c3)o2)n1	1	-6	-26	0	9	-17	-3	1	-3	0.3
O=C(C1=C(O)C(=O)N(CCN2CCOCC2)C1c1cccnc1)c1cc2ccccc2o1 (stereo not drawn)	-3	-10	5	0	5	-15	-6	3	-3	-0.4

Continuation.
SMILES	UHRF1 MBD2 ctr	PLC-gamma1 inh	HGIII-sPLA2 inh	Rev-erbA mod	ARFGAP1 inh	PLC-beta3 inh	DDE Tn6 FP inh	Tn7 DDE FP	ASAP1 GAP inh	proKLK7 act
Cc1[nH]c2ccccc2c1C(=O)C(C)OC(=O)c1ccccc1NCCO (stereo not drawn)	5	-109	-19	-2	6	-106	3	-11	2	0.9
Cc1cc(SCc2ccc(C(F)(F)F)cc2)nc(=O)[nH]1	4	1	2	-3	-5	-8	4	-1	0	0.0
Nc1nc(N)nc(-c2cc(O)ccc2O)n1	0	-43	7	-1	0	-56	-3	6	-2	0.7
O=C(COC(=O)c1nc(-c2ccccc2)n(-c2cccc(C(F)(F)F)c2)n1)NCc1cccs1	-3	0	1	2	10	1	8	6	9	0.1
O=C(CSc1nnc(-c2cccc(S(=O)(=O)N3CCCCC3)c2)o1)NCCC1=CCCCC1	-2	-1	-1	6	2	5	-4	-1	13	-0.3
Cc1ccc(C2CC2c2n[nH]c(=S)n2-c2ccc(C)cc2)cc1 (stereo not drawn)	0	-1	3	8	-3	-2	-2	3	-8	-0.2
O=C(NCC1CC1)Nc1ccccc1F	1	4	1	0	4	-5	-5	-4	0	0.5
O=C(NCc1cccs1)C1CCN(S(=O)(=O)c2ccc([N+](=O)[O-])cc2)CC1	0	0	4	6	.	4	-5	-4	.	-0.2
COc1ccc(NC(=O)C2C3C=CC(C3)C2C(=O)NCc2ccccn2)c(OC)c1 (stereo not drawn)	5	5	21*	6	6	-2	-8	-12	-5	0.4
Cc1ccccc1N1CCN(Cc2ccc(Br)o2)CC1	0	-1	0	1	-19	-6	-5	-7	2	1.0
Cc1cccc(CCNC(=O)Cn2ncc3c([nH]c4ccc(C)cc43)c2=O)c1	-1	0	5	0	2	0	6	-2	0	0.4
Cc1ccc(C(=O)NCCSc2snnc2C)cc1	-2	8	6	-1	0	0	0	2	-10	0.0
CCOc1ccc(C(=O)NC(=S)Nc2cccc(S(=O)(=O)NC3=NCCC3)c2)cc1	1	2	5	5	2	-5	1	-9	8	-0.4
Cn1cnc2c1c(=O)n(Cc1cccc(Br)c1)c(=O)n2C	-1	2	-5	-1	5	0	1	-5	2	0.0
CC1(C)OC(=O)C(=CNc2cccc(C(=O)O)c2)C(=O)O1	-1	-2	4	-4	2	-10	-3	-3	11	0.3
CCN(CC(=O)Nc1c(F)cccc1F)C(=O)c1ccc(S(=O)(=O)N2CCC(C)CC2)cc1	3	2	-5	5	4	0	-6	-1	-13	-0.3
O=C(N=Nc1ccc(NOC(=O)c2ccccc2Br)cc1)c1ccccc1O	-3	0	2	0	15	-2	-4	5	-6	0.5
Cc1ccc(C2CC(c3ccccc3)=NN2C(=S)Nc2ccccc2)o1 (stereo not drawn)	-6	-14	3	0	-5	-16	0	-5	-8	-1.8
CN(/N=C/c1cc(Cl)ccc1O)C1=NS(=O)(=O)c2ccccc21	5	1	-8	-5	16	-4	1	-4	17	0.5
CC1Nc2nc(NC(=O)C(C)(C)C)[nH]c(=O)c2N(C)C1C (stereo not drawn)	3	0	9	-5	4	-12	0	0	-16	-1.8
O=C(CCCSc1nnc(-c2cccs2)n1CC1CCCO1)c1ccccc1 (stereo not drawn)	4	-20	1	9	9	-4	-3	4	-2	0.1
CC(C)(C)c1cc(Cl)ccc1OCCOCCN1CCCC1	-1	2	0	-8	-1	-3	3	0	1	-0.2
O=C(O)CNC(=S)N(Cc1cccs1)C1CCCCC1	-4	6	-2	5	3	6	6	3	9	-0.2
Cc1cc(=O)oc2c(C)c(OC(C)C(=O)NCC(O)c3ccccc3)ccc12 (stereo not drawn)	0	-9	-2	7	3	-16	-3	1	6	-1.1

Compound activity from PubChem.

Rows were taken by chance; about 4.5% have a hit in one of these screens.
